Compound activity: PubChem, National Center for Advancing Translational Sciences (NCATS)
POLH inh = qHTS for Inhibitors of Polymerase Eta; DNA polymerase eta (Homo sapiens), Q9Y253; recombinant Pol eta, fluorescent DNA replication assay; Potency, µM (series often up to 114 µM), inactives show at the top dose activity change, negative = inhibition, actives largely listed as inhibitors; actives 1.2% (n = 390,000); AID 588591, 2011; further: potency means the concentration at half of the fitted maximal effect; on the % scale 0 is the no-effect control and ±100 the full control effect
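Pol eta at 10 nM preincubated with compounds 15 min at room temperature; reaction started with fluorescent substrate (50 nM final) and read kinetically at 0 and 10 min.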
BAZ2B inh = qHTS Assay for Inhibitors of BAZ2B. Potency, µM (doses to about 114 µM), for the others: at the top dose activity change, negative = inhibition, most hits filed as inhibitors. Bromodomain adjacent to zinc finger domain protein 2B (Homo sapiens), Q9UIF8. actives 4.4% (n = 360,000). AlphaScreen BAZ2B-H3K14Ac peptide displacement; further: potency means the concentration at half of the fitted maximal effect; on the % scale 0 is the no-effect control and ±100 the full control effect; nearly all actives have a fitted effect of over 60% in size
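BAZ2B 50 nM plus b-H3(5-23)K14Ac 50 nM, PBS pH 7.4/0.01% Tween-20, 30 min RT; compound added (max 110 uM), 30 min RT; streptavidin donor/Ni-chelate acceptor beads 10 ug/mL final, 20 min dark; AlphaScreen read.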
Tb PGK inh = qHTS Assay to Find Inhibitors of Phosphoglycerate Kinase. Potency, µM (highest dose often 57.5 µM), for inactives: at the highest dose activity change, negative = inhibition, usual class: inhibitors. PGK/GAPDH coupled, Kinase-Glo luminescence, 60 min. actives 0.043% (n = 380,000); further: potency means the concentration at half of the fitted maximal effect; on the % scale 0 is the no-effect control and ±100 the full control effect; nearly all actives have a fitted effect of over 60% in size
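Luminescent ATP detection (Kinase-Glo Plus) follows a 60-minute room-temperature incubation, with wells lacking PGK as controls. Buffer: 100 mM TEA (pH 7.6), 5 mM MgCl2, 0.01% Tween-20. Coupling enzyme GAPDH (100 nM final) supplies unstable 1,3-BPG in-well.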
JMJD2A Tudor = qHTS Assay for Inhibitors of JMJD2A-Tudor Domain | Lysine-specific demethylase 4A (Homo sapiens), O75164 | AlphaScreen JMJD2A-Tudor / H3K4me3 peptide binding | Potency, µM (series often up to 114 µM), without a hit: top-dose activity change, negative = inhibition, actives largely listed as inhibitors | actives 4.4% (n = 390,000); further: potency means the concentration at half of the fitted maximal effect; on the % scale 0 is the no-effect control and ±100 the full control effect; nearly all actives have a fitted effect of over 50% in size
Target sequence (O75164 whole entry, looked up, the tested form may be a part): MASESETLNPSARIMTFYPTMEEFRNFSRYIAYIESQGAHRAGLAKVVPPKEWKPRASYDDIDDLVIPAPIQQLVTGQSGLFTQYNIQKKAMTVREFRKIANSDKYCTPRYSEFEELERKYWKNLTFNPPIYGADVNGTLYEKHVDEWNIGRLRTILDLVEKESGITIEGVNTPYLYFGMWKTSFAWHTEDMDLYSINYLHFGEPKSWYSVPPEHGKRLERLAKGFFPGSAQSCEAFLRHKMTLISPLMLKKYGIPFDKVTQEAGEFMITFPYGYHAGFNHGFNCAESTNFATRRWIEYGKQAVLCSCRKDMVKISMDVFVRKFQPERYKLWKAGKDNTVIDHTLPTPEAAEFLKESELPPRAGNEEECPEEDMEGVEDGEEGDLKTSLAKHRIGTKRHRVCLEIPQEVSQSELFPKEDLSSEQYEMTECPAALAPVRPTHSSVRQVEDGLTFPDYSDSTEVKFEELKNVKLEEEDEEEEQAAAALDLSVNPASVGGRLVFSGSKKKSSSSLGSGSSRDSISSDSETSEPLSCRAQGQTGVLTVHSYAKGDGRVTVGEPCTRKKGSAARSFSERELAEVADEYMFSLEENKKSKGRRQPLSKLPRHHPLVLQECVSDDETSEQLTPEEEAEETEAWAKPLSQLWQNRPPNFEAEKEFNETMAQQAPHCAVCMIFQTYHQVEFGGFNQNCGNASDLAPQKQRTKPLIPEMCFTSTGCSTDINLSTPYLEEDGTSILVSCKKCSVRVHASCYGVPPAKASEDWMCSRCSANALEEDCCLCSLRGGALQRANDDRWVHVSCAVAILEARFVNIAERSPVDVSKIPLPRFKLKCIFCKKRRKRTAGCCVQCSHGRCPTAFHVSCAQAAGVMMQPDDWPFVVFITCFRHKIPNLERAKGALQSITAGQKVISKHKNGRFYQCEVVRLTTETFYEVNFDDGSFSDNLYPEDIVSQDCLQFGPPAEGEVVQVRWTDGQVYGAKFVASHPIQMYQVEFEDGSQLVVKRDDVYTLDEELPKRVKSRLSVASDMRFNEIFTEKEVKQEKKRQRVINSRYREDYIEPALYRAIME
G9a inh = qHTS Assay for Inhibitors of Histone Lysine Methyltransferase G9a | actives 8.8% (n = 350,000) | AID 504332, 2011 | Histone-lysine N-methyltransferase EHMT2 (Homo sapiens), Q96KQ7 | Potency, µM (highest dose often 102 µM), inactives show top-dose activity, negative = inhibition, usual class: inhibitors | G9a H3K9 monomethylation, AlphaScreen, 2 h; further: potency means the concentration at half of the fitted maximal effect; on the % scale 0 is the no-effect control and ±100 the full control effect; nearly all actives have a fitted effect of over 75% in size
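Enzyme 20 nM + cpd, 15 min RT; add b-H3K9 pep 500 nM / SAM 20 uM; 2 h RT; anti-H3K9me1 Ab 0.5 ug/mL + SA donor / anti-rabbit acceptor beads 20 ug/mL each, 10 min; AlphaScreen read.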
Pin1 inh = qHTS Assay to Find Inhibitors of Pin1; Peptidyl-prolyl cis-trans isomerase NIMA-interacting 1 (Homo sapiens), Q13526; Pin1 FP peptide displacement, HiFluor488, 10 min; Potency, µM (highest dose often 115 µM), for the others: at the highest dose activity, negative = inhibition, usual class: inhibitors; actives 0.009% (n = 390,000); AID 504891, 2011; active means well fitted inhibition curve with a large enough effect in the polarisation, with a control signal flat, not every such curve was filed as active; inconclusive means small, poorly fitted or top-dose-only effect, or effect the other way, or a change in a side signal; inactive means no such curve, though single readings can be large or run the other way; the % refers to the polarisation; further: potency means the concentration at half of the fitted maximal effect; on the % scale 0 is the no-effect control and ±100 the full control effect
HP1b binding inh = HTS for Inhibitors of HP1-beta Chromodomain Interactions with Methylated Histone Tails | actives 0.56% (n = 390,000) | Potency, µM (highest dose often 114 µM), for the others: at the top dose activity change, negative = inhibition, usual class: inhibitors | AlphaScreen HP1-beta / biotin-H3K9me3 peptide binding | Chromobox protein homolog 1 (Homo sapiens), P83916; further: potency means the concentration at half of the fitted maximal effect; nearly all actives have a fitted effect of over 70% in size; inactives centre near 23
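AlphaScreen: HP1-beta (50 nM) preformed 30 min with biotin-H3(1-18)K9me3 peptide (50 nM) in PBS pH 7.4, 0.01% Tween-20. Compound added for 30 min at RT, then streptavidin donor/nickel chelate acceptor beads (10 ug/mL) for 30 min.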
GLS inh = qHTS for Inhibitors of Glutaminase (GLS). Potency, µM (doses to about 45.5 µM), without a hit: at the highest dose activity change, negative = inhibition, most hits filed as inhibitors. AID 624170, 2012. GLS enzymatic activity, qHTS titration. actives 0.21% (n = 410,000); further: potency means the concentration at half of the fitted maximal effect; on the % scale 0 is the no-effect control and ±100 the full control effect
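Read-out is an Amplex red fluorescence increase coupled through glutamate oxidase and HRP, measured before and after 30 min room-temperature incubation. hKGA is in 45 mM KH2PO4 (pH 8.2) with 0.02% Tween-20; glutamine added as 1mM solution.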
PI4K2A inh = qHTS for small molecular inhibitors of PI4K2A; Phosphatidylinositol 4-kinase type 2-alpha (Homo sapiens), Q9BTU6; purified PI4K2A, ADP-Glo luminescence, 1 h; stronger effect = lower value; activity change, negative = inhibition, % at 76.9 µM; actives 0.13% (n = 420,000); in the data active means activity change below about -50%; inconclusive means mostly about -30% to -49%;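 further: -100% = wells without enzyme as full effect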
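PI4K2A activity was measured by ADP-Glo luminescence: enzyme (4 ug/mL stock) and phosphatidylinositol (1.2 mM stock) in Tris pH 7.5/MgCl2/EGTA/Triton X-100 buffer were reacted with ATP (300 microM stock) for one hour at ambient temperature.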
Active calls of the source: *; i = inactive; ? = inconclusive; . = no result given; [ ] = dose if it differs, or a comment. Unless noted, the call rests on the fitted dose curve; in most records, active means well fitted curve in the direction sought with a large enough effect; inconclusive means small, poorly fitted or top-dose-only effect, or another doubt; inactive means no such curve, though single readings can be large; an effect the other way counts as inactive or inconclusive.

SMILES | POLH inh | BAZ2B inh | Tb PGK inh | JMJD2A Tudor | G9a inh | Pin1 inh | HP1b binding inh | GLS inh | PI4K2A inh
Cc1cccc(OCc2nnc(SCC(=O)N3c4ccccc4CC3C)n2C)c1C (centres undefined) | -14% | -32% | -5% | -12% | -49%[59 µM] | -2% | 31% | 2% | 6
Cc1cc(C)c(S(=O)(=O)N2CCOCC2)cc1NS(=O)(=O)c1cc(OCC(N)=O)c(C)cc1Cl | -12% | 23% | i | 7% | . | -1% | 35% | -2% | 8
Cc1ccc(-n2ncc(C(=O)NCc3ccco3)c2C2CCN(C(=O)OC(C)(C)C)CC2)cc1 | -12% | 1%[57.1 µM] | -6% | -30% | ? | 0% | 11% | 5% | -2
CCOC(=O)C1C2C=CC3(CN(CCc4ccccc4)C(=O)C13)O2 (centres undefined) | 12% | 11% | 4% | -1% | 12%[59 µM] | -1% | 50%[activator] | 0% | 5
CC1CCN(Cc2nc(-c3ccccc3)no2)CC1 | -2% | 2% | -6% | -4% | -22% | -8% | 46%[activator] | 1% | 1
O=C(CSc1ncn[nH]1)c1ccc(OC(F)F)cc1 | -13% | -14% | i | 4% | 25µM* | 1% | 19% | -6% | 5
CCCC[n+]1ccn(C2=C([O-])c3ccccc3C(=O)/C2=N\S(=O)(=O)c2ccc(Cl)cc2)c1 | -13% | -39% | -6% | -14% | ? | 4% | 42%[activator] | -7% | -2
COC(=O)CNC(=O)CN1C(=O)N(c2ccc(Cl)cc2)C(N(O)C(=O)Nc2ccc(Cl)cc2)C1(C)C (centres undefined) | -18% | -25%[57.1 µM] | 0% | -21% | 2% | -3% | 11% | 9% | 1
CCc1ccccc1NC(=O)N[C@H](C(=O)O)C(C)C | 3% | ? | 0% | -10% | ? | -8% | 38% | 2% | 1
COc1cccc(C(=O)N/N=C(\CC(C)C)c2ccccc2)c1 | -21% | 3% | -9% | -5% | 6%[59 µM] | -12% | 40% | -1% | -3
O=C(Nc1nncs1)c1ccc(N2C(=O)C3C4C=CC(C4)C3C2=O)cc1 (centres undefined) | -16% | 12% | -9% | 1% | -39% | 0% | 29% | -8% | 2
CCCCn1c(N)c(N(CC)C(=O)c2cc(S(=O)(=O)N3CCN(CC)CC3)ccc2Cl)c(=O)[nH]c1=O | -7% | 6% | -1% | -2% | 62%[activator] | -8% | 28% | -7% | 1
CC1CN(C(=O)CSc2nnc(-c3ccc(Cl)cc3)n2C)CC(C)O1 (centres undefined) | -15% | 8% | -1% | -6% | 19%[59 µM] | -9% | 5% | 4% | -2
O=C(Nc1cccc(O)c1)c1ccc([N+](=O)[O-])cc1Cl | -9% | -2% | 4% | -14% | -22% | 3% | 25% | 3% | 3
O=C(Cn1cc2c(n1)CCCC2)NCCCN1CCN(C2CCCCC2)CC1 | -6% | -9% | -3% | -11% | 18%[59 µM] | -3% | 53%[activator] | -3% | -2
Cc1cc(C(=O)NCCCN2CCCC2=O)cs1 | -13% | 2% | 2% | -13% | -33%[59 µM] | 0% | 7% | 1% | 5
COCC(=O)N1CCC(c2nc3ccccc3[nH]2)CC1 | -3% | . | i | . | . | . | . | 3% | 2
Cn1c(COc2ccccc2)nc2ccccc21 | -2% | -3% | -9% | -19% | 18% | -16% | 19% | -1% | -3
COC(=O)CC1C(=O)NCCN1C(=O)c1ccc([N+](=O)[O-])cc1 (centres undefined) | -14% | 4% | -11% | -14% | 19% | -3% | -2% | 3% | 0
NC(=O)c1ccc(NC(=O)COC(=O)c2c3c(nc4ccccc24)/C(=C\c2ccc4c(c2)OCO4)CCC3)cc1 | 5% | 2% | -6% | -12% | ? | ? | 35% | -2% | 0
COc1ccc2[nH]c3c(c2c1)CCN1C(=O)C(CC(=O)NCc2ccc(OC)c(OC)c2)C[C@H](C(=O)N(C(C)C)C(C)C)[C@@]31C (some centres undefined) | -9% | . | -2% | -32% | . | 4% | 0% | 20% | -2
CC(=O)Nc1ccc(NC(=O)CSc2nnc(-c3ccc4c(c3)OCO4)o2)cc1 | -6% | . | -10% | 2% | . | 5% | 37% | 1% | -5
C=C(C)CN1CCN(c2c(CCC#N)c(C)c(C#N)c3nc4ccccc4n23)CC1 | -14% | 1% | -3% | 14% | -9%[59 µM] | ? | 26% | 8% | 1
Cc1cc(C(=O)CN2C(=O)CN(C)C2=O)c(C)n1-c1cccc(S(=O)(=O)N2CCOCC2)c1 | 2% | -36% | 8% | -11% | -16% | -7% | 26% | 7% | 4
CCOc1ccc(Nc2cc(C)nc3c(C)cccc23)cc1 | 6% | -16% | -1% | -9% | -11% | -1% | 24% | -1% | -3
N#Cc1cccc(NC(=O)Cn2cnc(S(=O)(=O)N3CCCC3)c2)c1 | 1% | 1% | -3% | -6% | 15% | 3% | 30% | 3% | 2
CCOc1ccccc1C=C1CCc2ccccc2C1=O | -6% | . | -2% | . | . | . | . | 2% | -12
CCc1cccc(NC(=O)CN2C(=O)COc3ccc(S(=O)(=O)N4CCC(C)CC4)cc32)c1 | -5% | 1% | -4% | -8% | 6%[59 µM] | 1% | 35% | -1% | 0
CS(=O)(=O)Nc1ccc(C2=NN(S(C)(=O)=O)C(c3cccs3)C2)cc1 (centres undefined) | -10% | . | 0% | -14% | -28% | 10% | 45%[activator] | 2% | 4
Cc1cc(=O)oc2c(C)c(OCC(=O)c3ccccc3)ccc12 | 2% | -3% | -4% | -9% | -9% | -2% | 30% | 10% | -3
Cc1cccc(C(=O)NNc2ncnc3c2cnn3-c2ccc(C)cc2C)c1 | -13% | 13% | i | -26% | 13%[59 µM] | 0% | 66%[activator] | 44%[activator] | 1
O=C(c1ccc(Cl)cc1)C(CN1CCCC1)c1ccccc1 (centres undefined) | -11% | 79%[activator] | -4% | 30% | . | 0% | 55%[activator] | 3% | 26
COc1cc(OC)cc(C(=O)Nc2cc3nn(-c4ccccc4)nc3cc2Cl)c1 | 0% | -7% | -2% | -6% | -33%[59 µM] | 1% | 31% | -7% | -2
CCn1c(CNC(=O)c2ccccc2F)nnc1SCC(=O)NC1CCCCC1C (centres undefined) | -9% | -4% | 3% | -4% | -47% | -6% | 13% | -1% | -1
C/C(N)=C(/C#N)C(=O)COC(=O)c1ccncc1 | ? | -6% | -1% | -17% | -38%[12.7 µM] | 4% | 7% | 2% | 0
CCCC(=O)Nc1ccc(-c2nc3ncccc3o2)cc1 | -15% | 10% | -8% | 3% | 23% | 6% | 21% | -1% | 3
CCOC(=O)C1C2C=CC(CC2)N1c1ccccc1 (centres undefined) | -3% | . | i | 12% | . | 1% | 42%[activator] | 10% | -4
CC(NC(=S)NCCc1ccccc1)C(c1cccs1)N1CCN(Cc2ccccc2)CC1 (centres undefined) | -5% | -16% | -4% | ? | ? | ? | 7% | 0% | -3
COc1cccc(CNC(=O)Cn2ncn3c(cc4ccccc43)c2=O)c1 | -12% | 3% | i | -13% | -28%[59 µM] | 1% | 12% | -9% | -2
Cc1ccccc1OCC(=O)Nc1ccc2nc(SCc3ccccc3)sc2c1 | -21% | -3% | -2% | 8% | 3%[59 µM] | 5% | 66%[activator] | -1% | 10
CCC(C)N(C(=O)COc1ccccc1C#N)C1CCS(=O)(=O)C1 (centres undefined) | -22% | 8% | 3% | -2% | 8%[12.7 µM] | 3% | 37% | -1% | 0
COc1cccc(NC(=S)/C(=C(\[O-])c2ccc([N+](=O)[O-])cc2)[n+]2ccccc2)c1 | 11% | 50µM* | i | -18%[11.4 µM] | 45µM* | -17% | -9% | 2% | -2
Cc1cccc(-n2ncc3c(NCCOCCO)ncnc32)c1 | 7% | 2% | -4% | -21% | 2%[59 µM] | 0% | -3% | ? | -5
O=C(Cc1ccc(S(=O)(=O)N2CCOCC2)s1)N1CCN(S(=O)(=O)c2ccc(Cl)cc2)CC1 | -19% | -17% | -4% | -14% | -16%[12.7 µM] | 74%[activator] | 32% | -4% | 2
CCCC(=O)Nc1ccc(C(=O)n2nnc3ccccc32)cc1 | 0% | 8% | 3% | -3%[57.1 µM] | -44%[12.7 µM] | 2% | 67%[activator] | 6% | 0
Cc1ccc(Cn2ccc(=O)c(OCc3ccccc3)c2C)cc1 | -7% | 8% | 4% | -4% | -1% | 1% | 44%[activator] | -4% | -2
Cc1ccc2nc(-c3ccccc3)cc(C(=O)N(C)CC(=O)Nc3ccccc3Br)c2c1 | -13% | 9% | 0% | -23% | -31% | 19% | 24% | -2% | 0

A portion of the library; rates above refer to the full screens.
